Screening results from PubChem BioAssay.
NCOA1 inh: human NCOA1 inhibition. inhibition, % at 3.6 µM. HEK293 GAL4-SRC1 luciferase reporter, luminescence. AID 588354. actives 0.12% (n = 360,000). Q15788;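 active means inhibition above the campaign mean plus 3 SD, with each screening campaign given its own cutoff, cut at about 60% in these data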;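 further: 0% = DMSO treated cells and 100% = gossypol at 36 µM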
NOD2-RIPK2 inh: inhibitors of human NOD2-RIPK2 interaction; inhibition, % at 4.98 µM; actives 0.38% (n = 360,000); CHO BLA complementation NOD2-RIPK2, CCF4 ratio; AID 624267; in the data active means inhibition above about 21%;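 further: 0% = vehicle only and 100% = reference blocker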
Exocytosis inh: lytic granule exocytosis inhibition | TALL-104 LAMP-1 surface exposure, flow cytometry; cells stimulated with thapsigargin and PMA | inhibition, % at 10 µM | actives 0.66% (n = 360,000);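 active means inhibition above about 55%, limit read from the data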
TWEAK-Fn14 inh: inhibitors of TWEAK-Fn14 interaction signaling; TWEAK-stimulated Fn14 reporter cells, luciferase luminescence, 8 h; inhibition, % at 10 µM; actives 2% (n = 360,000); AID 1159606; in the data active means inhibition above about 50%
NR5A2 inv ag: suppresses constitutive activity of human LRH-1; HEK293T StAR-luciferase reporter, LRH-1 transfected, 24 h; inhibition, % at 3.6 µM; actives 0.13% (n = 360,000);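 active means inhibition above the mean inhibition of all tested compounds plus 3 SD, cut at about 73% in these data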;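 further: 0% = DMSO wells and 100% = reporter-only cells lacking LRH-1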
Target sequence (O00482 whole entry, looked up): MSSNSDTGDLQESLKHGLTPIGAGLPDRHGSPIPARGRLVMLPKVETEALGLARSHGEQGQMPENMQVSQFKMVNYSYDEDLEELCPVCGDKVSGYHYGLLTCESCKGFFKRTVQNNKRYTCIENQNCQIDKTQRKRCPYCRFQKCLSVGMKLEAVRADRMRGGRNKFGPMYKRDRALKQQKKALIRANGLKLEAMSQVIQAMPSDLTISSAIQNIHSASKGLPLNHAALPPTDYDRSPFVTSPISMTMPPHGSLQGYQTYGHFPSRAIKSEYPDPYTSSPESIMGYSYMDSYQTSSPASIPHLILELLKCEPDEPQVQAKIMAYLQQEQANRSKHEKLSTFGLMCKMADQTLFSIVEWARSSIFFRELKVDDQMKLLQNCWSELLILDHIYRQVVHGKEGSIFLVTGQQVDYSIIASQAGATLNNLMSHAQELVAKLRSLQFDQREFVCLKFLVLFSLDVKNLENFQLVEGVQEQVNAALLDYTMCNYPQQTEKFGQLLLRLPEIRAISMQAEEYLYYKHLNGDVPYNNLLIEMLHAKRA
COUP-TFII inh: inhibitors of human COUP-TFII (NR2F2); HEK293T NGFI-A luciferase reporter, luminescence; inhibition, % at 8.6 µM; actives 0.7% (n = 370,000); AID 686940;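 active means inhibition above a per-plate cutoff, mean inhibition of test wells between control levels plus 3 SD, cut at about 38% in these data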;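 further: cells cotransfected with COUP-TFII expression vector driving the NGFI-A reporter; 0% = median of COUP-TF2 test wells and 100% = reporter-only cells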
Target sequence (P24468 whole entry, looked up): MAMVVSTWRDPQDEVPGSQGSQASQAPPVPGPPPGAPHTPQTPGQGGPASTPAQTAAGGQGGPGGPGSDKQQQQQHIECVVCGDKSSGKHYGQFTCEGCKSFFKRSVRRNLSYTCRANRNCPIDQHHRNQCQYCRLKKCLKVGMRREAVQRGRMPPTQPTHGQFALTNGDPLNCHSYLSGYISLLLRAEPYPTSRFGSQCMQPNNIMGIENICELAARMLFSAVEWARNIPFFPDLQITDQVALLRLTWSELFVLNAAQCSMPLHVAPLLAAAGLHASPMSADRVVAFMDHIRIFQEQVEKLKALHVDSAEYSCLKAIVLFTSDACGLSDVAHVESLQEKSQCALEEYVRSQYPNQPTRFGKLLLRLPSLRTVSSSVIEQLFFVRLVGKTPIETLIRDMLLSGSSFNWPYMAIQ
TLR9-MyD88 block: inhibitors of human TLR9-MyD88 binding; actives 0.21% (n = 340,000); AID 504734; CHO BLA complementation TLR9-MyD88, CCF4 FRET ratio; Q9NR96+Q99836; inhibition, % at 4.98 µM;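 active means inhibition above the mean over all tested compounds plus 3 SD, cut at about 21% in these data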;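 further: 0% = DMSO only wells and 100% = clavulanate BLA inhibitor control wells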
ABHD5-PLIN5 inh: blocks binding of human ABHD5 to perilipin-5; actives 0.78% (n = 360,000); inhibition, % at 4 µM; Split G. princeps luciferase complementation, luminescence, 4 h;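 active means inhibition above the mean inhibition across every tested compound plus 3 SD, cut at about 22% in these data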;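 further: 0% = DMSO only wells and the 100% control is not disclosed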
NCOA3 inh: inhibits human SRC3 coactivator. Q9Y6Q9. HEK293 GAL4-SRC3 luciferase reporter, luminescence. inhibition, % at 3.6 µM. actives 0.17% (n = 360,000). AID 588352;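 active means inhibition above a per-campaign cutoff, the mean of all compounds plus 3 SD, cut at about 60% in these data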;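 further: 0% = DMSO-treated cells and 100% = gossypol-treated cells at 36 µM; higher means less SRC3-driven luciferase light from the GAL4 reporter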
TROY signal inh: TROY signaling inhibition. Q293 LMP1-TROYcd NF-kB luciferase reporter, 4 h. inhibition, % at 10 µM. actives 0.98% (n = 360,000);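 active means compounds whose plate-normalised and pattern-corrected inhibition of the luciferase reporter signal at the single screening dose is 50% or more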
NCOA2 inhibitor: human SRC2 (NCOA2) inhibition. Q15596. HEK293 GAL4-SRC2 luciferase reporter, luminescence. inhibition, % at 9 µM. actives 0.17% (n = 370,000). AID 651957;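 active means inhibition above the mean inhibition of all tested compounds plus 3 SD, set per campaign, cut at about 52% in these data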;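 further: 0% = DMSO treated cells and 100% = cells given Gossypol at 36 µM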
Starred values were filed as active, the others as inactive; x = no result given. An excerpt. The share of hits here may be higher or lower than overall.

SMILES	NCOA1 inh	NOD2-RIPK2 inh	Exocytosis inh	TWEAK-Fn14 inh	NR5A2 inv ag	COUP-TFII inh	TLR9-MyD88 block	ABHD5-PLIN5 inh	NCOA3 inh	TROY signal inh	NCOA2 inhibitor
CCc1ccc(OCC(O)CNC(C)(C)C)cc1 (stereo not given)	7	-1	0	4	6	-26	-2	-7	-26	1	-10
CCn1c(CC(=O)Nc2ccccc2F)nnc1SCC(=O)N1CCOCC1	0	-2	-12	10	1	-13	2	-5	5	-1	-7
COc1ccc(CCCNC(=O)C2(C)Cc3c(-c4ccc(NC(C)=O)cc4)ccnc3O2)cc1 (stereo not given)	-2	-9	-5	14	1	-7	x	0	-11	21	9
Cc1cc(C)n(Cc2cccc(C(=O)N/N=C/c3cccnc3)c2)n1	-61	-1	-1	-3	-22	14	-14	0	3	1	10
Cc1cccc(C)c1NC(=O)COC(=O)COc1ccc2c(C)cc(=O)oc2c1	-5	-4	-7	-5	9	-18	-4	5	20	-6	12
COc1ccccc1/C=C/C=N/n1c(-c2cc(-c3ccccc3)n[nH]2)n[nH]c1=S	-6	2	3	-26	-1	-3	-10	-12	-7	-20	7
CC(=O)c1c(C)[nH]c(C(=O)OCC(=O)Nc2cccc(S(=O)(=O)N3CCCC3)c2)c1C	36	-16	1	65*	46	66*	-4	3	41	20	19
Cc1cc(C)n(CC(=O)n2c3c(c4ccccc42)CCCC3)n1	1	6	3	8	0	1	-2	-5	-10	12	-48
Cc1noc(C)c1CSc1nnc(-c2ccccc2F)n1CCc1ccccc1	-4	-4	-2	-5	-31	11	-2	6	-15	-3	5
Cc1cccc(C(=O)OCC(=O)Nc2ccccc2C(=O)NC2CC2)c1	1	-20	0	-12	1	0	2	3	-10	-14	15
COc1ccccc1NC(=O)C(C)OC(=O)c1cc2ccccc2[nH]1 (stereo not given)	7	1	0	47	30	38*	5	-7	0	20	39
COc1ccc(S(=O)(=O)N2CCCCCC2)cc1NC(=O)CC1OC(=O)c2ccccc21 (stereo not given)	-4	-10	10	13	-4	-5	-1	-14	-12	-9	6
O=S(=O)(NCc1ccc(Cl)cc1)NCc1ccc(Cl)cc1	5	-3	-5	16	14	3	-4	-1	3	-17	10
CC1(C)NC(=O)N(CC(O)COc2cc3ccccc3cc2C(=O)N2CCCCC2)C1=O (stereo not given)	8	-2	3	18	-18	16	-12	2	-27	-17	-26
CN(Cc1cnn(C)c1)C(=O)C1CCC(=O)N(Cc2cccc(C(F)(F)F)c2)C1 (stereo not given)	-28	-7	-9	7	-6	-3	-1	-4	-5	-4	-5
CCOC(=O)C1=C(C)NC(=O)CC1c1cc2c(cc1Br)OCO2 (stereo not given)	9	-12	-1	100*	4	8	-4	-2	4	x	5
COc1cccc(/C(C)=N/NC(=O)Cc2c(C)[nH][nH]c2=O)c1	-2	-3	-1	1	2	1	-3	2	1	-6	4
COC(=O)CSc1cc(C)nc(NC(C)=O)n1	-16	-8	-1	-4	-1	25	3	-1	6	0	-1
CCCc1nc2oc3c(NCCN4CCOCC4)ncnc3c2c2c1CCCC2	0	4	1	12	12	-4	10	-7	-17	13	8
COc1cccc(NC(=O)N2CCC(NC(=O)C(Cc3ccccc3F)NC(C)=O)CC2)c1 (stereo not given)	-3	-4	0	35	1	-19	0	-2	2	14	-3
Cc1cccc(C)c1NC(=O)Cn1nc(-c2ccc(Cl)s2)ccc1=O	1	11	0	13	-19	3	2	12	8	-12	16
CC(=O)c1ccc(-c2c(C)cc3oc(=O)cc(-c4ccccc4)c3c2C)cc1	12	5	33	34	46	13	-13	-5	-17	18	-9
COc1cccc(C2CC(c3c(-c4ccccc4)c4cc(Cl)ccc4[nH]c3=O)=NN2S(C)(=O)=O)c1OC (stereo not given)	-48	-14	10	40	19	6	-3	4	10	9	3
COc1ccc(CCC(=O)OCC(=O)c2ccc(C)cc2)cc1	10	-7	1	-8	1	12	0	2	20	-3	-3
O=C(COC(=O)c1cccnc1Cl)NCCc1ccccc1	-24	4	-2	1	-4	-4	9	-8	-79	-9	3
CCC(C(=O)NC1CCCCCC1)n1nc(C)c2c(C)n(-c3ccccc3)nc2c1=O (stereo not given)	-13	-4	8	-17	-6	7	-16	-12	-6	-14	13
COc1ccc(S(=O)(=O)N2CCCC(C(=O)Nc3cccc(C(C)=O)c3)C2)cc1 (stereo not given)	7	-8	-5	9	19	8	-10	-4	16	0	3
O=S(=O)(c1ccccc1Cl)N1CCC(O)(c2cccnc2)CC1	0	-9	1	-4	-15	7	3	-1	19	-11	-16
Cc1ccc(F)c(NC(=O)CCc2ccccc2)c1	-46	1	0	-11	-39	-15	-3	9	-48	-41	-15
COc1ccccc1NS(=O)(=O)c1cc(NC(=O)c2ccc3c(c2)OCCO3)ccc1C	-4	3	-5	23	-23	6	1	-4	18	22	7
N=c1c2c(-c3ccccc3)c(-c3ccccc3)n(Cc3ccccc3)c2ncn1CCCn1ccnc1	50	13	50	-63	40	14	-16	14	67*	-26	-32
O=C(CCC(=O)Nc1ccccc1)NNC(=O)c1cccs1	-23	-11	2	-10	5	5	-1	5	-5	0	1
COc1ccc(Cl)cc1C(=O)NNC(=O)c1n[nH]c2ccccc12	-1	-12	12	-9	-5	-6	-5	1	8	4	-6
Cc1ccccc1NC(=O)c1cccc(NC(=O)CCC(=O)O)c1	2	10	-2	-10	-8	3	-4	-2	-16	6	1
CCOc1ccccc1N1CCN(C(=O)c2cccc(-c3ccc(O)cc3)c2)CC1	-9	8	5	18	2	12	5	9	24	-15	23
COc1ccc(S(=O)(=O)c2snnc2C)cc1	4	-4	-2	5	-4	7	3	7	17	1	-10
CCOC(=O)c1c(NC(=O)C2C3C=CC(CC3)C2C(=O)O)sc(C)c1CC (stereo not given)	-3	-2	12	12	13	12	-3	0	13	-15	-4
C#CCn1cccc(C(=O)Nc2ccc(OC)cc2)c1=O	-34	-1	10	-19	-38	-27	2	-11	-72	-56	-63
Cc1cc(C)n2nc(CC(=O)NNC(=O)COc3cccc(C)c3C)nc2n1	15	-15	-2	-1	-1	-8	2	1	12	-7	-9
O=C(Cn1cnc2c(cnn2-c2ccccc2)c1=O)NCCc1ccccc1	-6	-2	-7	-5	-5	-12	3	0	9	-15	10
Cc1cc(C)c(S(=O)(=O)NCCc2ccncc2)c(C)c1	18	6	-3	15	-7	9	-6	-11	-27	14	-16
COC(=O)N/N=C/c1ccc(-c2ccccc2Cl)o1	-34	-8	5	-10	-13	4	-6	1	-11	-23	-6
CC(=O)C1(O)C(C)CC2C3CC=C4CC(O)CCC4(C)C3CCC21C (stereo not given)	-17	5	-5	-28	-15	-11	4	-3	-1	10	-34
COc1ccc([N+](=O)[O-])cc1NC(=O)CSc1ccc2ccccc2c1	-6	1	8	31	14	24	-2	-2	17	4	-1
Cc1cc2nccnc2cc1C	-22	2	26	3	-18	8	5	-8	-2	17	-39
COc1ccc(Br)cc1CN(C)C(=O)Cc1ccc(OC)c(S(=O)(=O)N2CCOCC2)c1	-1	-5	2	5	20	12	-10	4	1	-24	14
CN(C)c1ccc(-c2ccnc3c2CC(C)(C(=O)NCCC(F)(F)F)O3)cc1 (stereo not given)	4	-14	-4	9	5	29	x	-7	6	11	9
COc1ccc(CCN(C)C2CCCN(S(=O)(=O)N(C)C)C2)cc1OC (stereo not given)	3	-4	-4	-11	-2	15	3	6	-20	-11	8
COC(=O)CSc1ccc2nnc(-c3ccc(OC)c(OC)c3)n2n1	-32	-2	8	-48	-25	-12	-4	3	1	5	-12
Cc1cc(N)n(-c2ccccn2)n1	-28	-9	1	8	-35	10	5	3	-15	5	-23
CCOC(=O)[C@]12CCC=C1N(Cc1ccc3c(c1)OCO3)C(=O)[C@H](CC(=O)NCc1cccs1)C2	x	-2	-4	6	11	4	x	-5	x	3	-12
COc1ccc(S(=O)(=O)N2CCN(C(=O)COc3ccc(C)c(C)c3)CC2)cc1OC	-21	1	2	16	-3	2	5	1	15	-3	-7
Cc1nn(C)cc1S(=O)(=O)N1CCN(c2cccc(Cl)c2)CC1	-5	-5	10	0	5	-8	-7	-1	6	6	-10
Cc1cscn1	-8	6	6	5	7	-7	-4	-4	5	-3	-3
COc1ccccc1-c1cc(C(F)(F)F)nc(S(=O)(=O)CCCC(=O)N2CCCCC2C)n1 (stereo not given)	-4	5	64*	83*	-8	-2	-5	18	-25	65*	30
Cc1ccc(N2CCN(C(=O)C3CCC(=O)N(Cc4ccc(Cl)cc4)C3)CC2)c(C)c1 (stereo not given)	-4	0	2	10	6	7	-1	2	20	30	18
Cc1cc(Br)cn2c(Cc3cccc(F)c3)c(C3CCCCC3)nc12	3	0	0	3	-12	22	x	-15	-9	14	10
CCc1ccc(OCC(=O)N(C)CCC#N)c(Br)c1	-9	-4	3	4	-22	-6	4	11	12	-14	0
COc1ccccc1NC(=S)Nc1cccc(F)c1	-21	-3	-3	6	7	-4	3	-4	8	-1	-17
Cc1cc(C)c(S(=O)(=O)N2CCOC23CCN(S(C)(=O)=O)CC3)c(C)c1	-8	-5	-3	14	-14	4	1	-4	-9	-6	-34

Next entries:
SMILES	NCOA1 inh	NOD2-RIPK2 inh	Exocytosis inh	TWEAK-Fn14 inh	NR5A2 inv ag	COUP-TFII inh	TLR9-MyD88 block	ABHD5-PLIN5 inh	NCOA3 inh	TROY signal inh	NCOA2 inhibitor
O=C(NC1CCCC1)C(c1ccncc1)N(Cc1ccccc1)C(=O)Cc1cccs1 (stereo not given)	10	-14	0	19	13	14	7	-9	34	14	0
Nc1ccccc1C(=O)NCc1ccc(Cl)cc1	-15	-2	-2	-11	13	-3	-3	2	20	-10	-32
COc1ccc(CNC(=O)C2CCN(S(=O)(=O)c3c(C)noc3/C=C/N(C)C)CC2)cc1	-40	-3	2	-11	10	x	5	14	8	-15	x
C=CCn1c(CCc2ccccc2)nnc1SCC(=O)OC	6	-6	5	10	8	1	-13	-3	-2	-11	-3
Cc1cccc(CN2CCC(n3nccc3NC(=O)CCCc3ccccc3)CC2)c1	1	-5	-24	8	-6	-9	7	-4	-9	1	-26
COc1ccc(-c2csc3ncnc(N4CCN(c5cccc(C)c5C)CC4)c23)cc1	-5	-4	0	-8	5	10	-8	-1	19	2	-29
Cc1ccc2[nH]cc(C(=O)CN3CCN(c4ccccn4)CC3)c2c1	1	0	-1	4	-14	18	-1	-10	11	5	-28

Single records (already shown). Values in the order: NCOA1 inh, NOD2-RIPK2 inh, Exocytosis inh, TWEAK-Fn14 inh, NR5A2 inv ag, COUP-TFII inh, TLR9-MyD88 block, ABHD5-PLIN5 inh, NCOA3 inh, TROY signal inh, NCOA2 inhibitor
Profile of Cc1cccc(C)c1NC(=O)Cn1nc(-c2ccc(Cl)s2)ccc1=O = 1, 11, 0, 13, -19, 3, 2, 12, 8, -12, 16
Profile of Cc1cc(C)n(CC(=O)n2c3c(c4ccccc42)CCCC3)n1 = 1, 6, 3, 8, 0, 1, -2, -5, -10, 12, -48
Profile of COc1ccc(S(=O)(=O)c2snnc2C)cc1 = 4, -4, -2, 5, -4, 7, 3, 7, 17, 1, -10
Profile of COc1ccccc1NS(=O)(=O)c1cc(NC(=O)c2ccc3c(c2)OCCO3)ccc1C = -4, 3, -5, 23, -23, 6, 1, -4, 18, 22, 7
Profile of CCC(C(=O)NC1CCCCCC1)n1nc(C)c2c(C)n(-c3ccccc3)nc2c1=O (stereo not given) = -13, -4, 8, -17, -6, 7, -16, -12, -6, -14, 13
